3CLpro inhibitor – SARS-CoV 3CLpro protease inhibition; 290,000 tested, 0.14% active; inhibition, % at 6 µM; recombinant SARS-CoV 3CLpro, quenched FRET peptide cleavage; in the data active = inhibition above about 12%
CCHF vOTU inh – blocks the CCHF virus ovarian tumor domain protease; AID 651958; CCHFV vOTU protease, Pep-AMC fluorescence; inhibition, % at 11.5 µM; 370,000 tested, 0.55% active; in the data active = inhibition above about 30%; note: 0% = vehicle wells with enzyme and 100% = no enzyme wells
TcdB GH inh – blocks C. difficile toxin B glycohydrolase activity; P18177; TcdB glycohydrolase enzymatic assay, plate reader; 350,000 tested, 0.24% active; inhibition, % at 9.99 µM; in the data active = inhibition above about 10%
DUSP3 inh – DUSP3 (human) phosphatase inhibition; P51452; recombinant VHR phosphatase, pNPP absorbance; inhibition, % at 13.3 µM; 290,000 tested, 0.52% active; in the data active = inhibition above about 50%; note: some compounds called inactive have numbers as strong as hits
Target sequence (P51452 whole entry, looked up): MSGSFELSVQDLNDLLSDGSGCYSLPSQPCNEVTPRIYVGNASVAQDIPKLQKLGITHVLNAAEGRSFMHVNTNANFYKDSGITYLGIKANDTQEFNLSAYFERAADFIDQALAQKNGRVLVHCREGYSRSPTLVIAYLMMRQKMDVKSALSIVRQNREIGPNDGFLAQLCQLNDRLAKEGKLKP
Vc quorum ag – inducers of Vibrio cholerae quorum light production without autoinducers; V. cholerae BH1578 lux reporter, luminescence, 6 h; 350,000 tested, 0.16% active; activation, % at 18.7 µM; in the data active = activation mostly above about 9.7%, no sharp cut-off; note: not every result past the cut was called active; inactives centre near 0; reference of the scale not given here
Y pestis TopoI – Y. pestis Topo-I inhibition via cleavage products; Y. pestis Topo-I cleavage product accumulation, plate reader; activity, % at 10 µM; 360,000 tested, 0.064% active; in the data active = activity above about 50%, passing the limit was not always enough; note: inactives centre near 2
MazF activator – activators of E. coli MazEF toxin-antitoxin RNase; activation, % at 20 µM; 350,000 tested, 0.32% active; FAM/BHQ RNA-DNA oligo cleavage fluorescence, 5 h; P0AE70; in the data active = activation above about 50%
Target sequence (P0AE70 whole entry, looked up): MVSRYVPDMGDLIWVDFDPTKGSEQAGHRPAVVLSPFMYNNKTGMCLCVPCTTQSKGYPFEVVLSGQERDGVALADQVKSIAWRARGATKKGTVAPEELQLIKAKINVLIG
PriA SSB inh – inhibitors of Klebsiella pneumoniae PriA binding to SSB C-terminal tail; inhibition, % at 33 µM; AID 1272365; 430,000 tested, 0.6% active; AlphaScreen SSBct-PriA binding, biotinylated peptide; in the data active = inhibition mostly above about 37%, no sharp cut-off; inactive = mostly below about 20%;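 note: plate controls were negative control peptide for no effect and reference peptide for full effect; strong numbers were not always called active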
Rv3671c inh – inhibitors of M. tuberculosis serine protease Rv3671c. P9WHR9. inhibition, % at 5.96 µM. 320,000 tested, 0.048% active; in the data active = inhibition above about 38%;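 note: extracellular domain of Rv3671c used as enzyme; 0% = enzyme with DMSO and 100% = no enzyme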
Target sequence (P9WHR9 whole entry, looked up, the tested form may be a part): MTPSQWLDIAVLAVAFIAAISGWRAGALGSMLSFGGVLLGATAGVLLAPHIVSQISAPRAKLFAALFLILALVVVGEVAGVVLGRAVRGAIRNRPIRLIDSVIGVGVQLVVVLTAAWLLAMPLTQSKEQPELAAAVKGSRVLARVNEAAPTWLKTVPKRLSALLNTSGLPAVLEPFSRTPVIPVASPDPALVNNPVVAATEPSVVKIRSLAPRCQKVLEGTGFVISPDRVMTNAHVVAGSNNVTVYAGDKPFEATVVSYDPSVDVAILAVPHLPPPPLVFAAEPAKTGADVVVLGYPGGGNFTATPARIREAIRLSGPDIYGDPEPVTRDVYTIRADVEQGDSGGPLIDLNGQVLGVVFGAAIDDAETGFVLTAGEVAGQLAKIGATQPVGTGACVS
PrPC TRFRET – reduces human prion protein on the cell surface; P04156; cell surface PrPC, TR-FRET read-out; inhibition, % at 13.8 µM; 370,000 tested, 0.43% active; AID 720596; in the data active = inhibition above about 24%; note: 0% = median of the test wells and 100% = reference compound wells
An asterisk follows results filed as active; i = inactive; / = no result given; & = joins results of further samples.

SMILES,MazF activator,Y pestis TopoI,PriA SSB inh,PrPC TRFRET,TcdB GH inh,3CLpro inhibitor,Rv3671c inh,CCHF vOTU inh,DUSP3 inh,Vc quorum ag
Cc1ccc(C)c(N2CCN(C(c3ccc(N(C)C)cc3)c3nnnn3C(C)(C)C)CC2)c1 (stereo not given),6.0,1.7,-20.3,-0.8,/,0.5,7.1,-4.9,8.7,37.6*
O=C(O)CCCC(=O)Nc1cccc(C(F)(F)F)c1,2.7,3.8,-16.6,-2.1,/,1.4,-2.0,7.1,-0.8,-5.6
CSc1ccccc1NC(=O)CN(C)C(=O)c1ccc(NC(=O)c2cccs2)cc1,4.5,7.3,-10.8,5.8,-0.2,/,-1.8,8.3,/,i
O=P1(O)C=C(c2ccccc2)NC(c2ccccc2)=C1,13.0,2.6,-11.7,2.5,-0.7,1.9,8.4,-19.2,-4.9,i
O=C1c2ccncc2C(=O)N1CO,8.9,-2.6,-14.0&-4.5,1.9,/,-2.6,6.7,-3.2,7.1,-0.5
Cc1nn(CC(=O)NCCCN2CCC(N3CCCCC3)CC2)c(=O)c2cc(-c3ccccc3)nn12,16.7,-11.4,-3.2,0.9,-1.3,0.0,-7.4,-5.5,9.1,-0.4
Cc1cc(NC(CC(C)C)C(=O)O)nc(Cc2ccccc2)n1 (stereo not given),5.0,-8.2,-11.1,-1.2,/,-0.9,1.3,4.0,-7.8,-0.8
COC(=O)N/N=C/c1ccc(OC(=O)/C=C/c2ccco2)cc1,5.1,-3.3,i,-8.0,1.1,8.9,-3.9,-0.3,24.6,0.1
O=c1c2ccccc2[nH]c(=S)n1-c1ccc2c(c1)OCO2,4.7,-2.3,6.3,3.3,/,2.6,-4.0,-3.4,-12.4,/
CC[C@@]12C(=O)N(c3cccc(F)c3)C(=O)N1[C@H](c1cccc(C)c1)[C@@H]1C(=O)N(Cc3ccccc3)C(=O)[C@@H]12,3.1,6.2,-1.4,-1.9,-0.5,1.5,-8.0,11.9,16.6,0.5
Oc1ccc(-c2cnc(-c3ccc(O)cc3)nc2)cc1,-17.1,-14.4,-1.0&-7.9,12.7,-1.0,-5.4,-10.4,18.7,-7.2,i
Cc1cccc(-n2c(C)nc3ccsc3c2=O)c1,2.4,1.4,-3.4,2.2,1.5,/,9.6,-12.5,/,-0.8
Cn1c(=O)c(=O)n(C)c2cc(N3CCOCC3)c(NS(=O)(=O)c3ccc(F)c(Cl)c3)cc21,-1.7,1.3,1.4,-1.3,2.4,4.0,6.7,16.5,62.6,i
CCc1ccc(N=CC2=C(O)CC(c3ccco3)CC2=O)cc1 (stereo not given),-2.5,-6.5,-14.8,4.2,/,-3.8,-12.2,7.7,16.6,-0.4
Cc1noc(/C=C/N(C)C)c1S(=O)(=O)N1CCCC(C(=O)NCCC2=CCCCC2)C1 (stereo not given),-16.9,5.3,-7.0,3.4,0.9,-0.2,-12.5,22.0,5.5,-0.1
COc1ccc(-c2n[nH]c(=S)n2N)c(OC)c1,3.3,12.8,-9.5,-0.8,7.1,0.5,-13.0,5.0,3.5,-0.2
CCOP(=O)(OCC)C(Nc1cccc(C)c1)c1ccc(F)cc1 (stereo not given),-11.3,-2.5,-8.4,-2.7,0.8,4.1,6.8,5.9,1.7,-0.2
N/C(=N\OC(=O)CCc1ccccc1)c1ccccc1Cl,6.6,0.5,/,3.5,0.2,0.5,-4.6,-8.3,16.5,-0.3
S=c1[nH]nc(-c2ccccn2)n1/N=C/c1ccco1,4.4,-5.1,/,-0.4,2.4,-1.2,2.9,-14.5,-6.5,-0.6
O=C(CCC(=O)N1CCSc2ccccc21)NCc1cccc(Cl)c1,6.3,0.7,-9.3,-4.8,0.9,-1.4,8.0,7.4,9.4,-0.2
CSc1nc2ccccc2n1CC(=O)Nc1ccccc1,3.7,5.1,-15.4,4.5,/,-6.2,4.2,-7.8,27.4,i
Cc1c(/C=N/O)c2ccccc2n1C,1.8,1.1,/,0.7,/,-0.2,6.1,-9.4,8.9,-0.1
CC[C@]12C(=O)N(C)C[C@H]([C@@H]3C(=O)N(Cc4ccccc4)C(=O)[C@@H]31)N2C(=O)c1ccc(C(C)(C)C)cc1,4.9,7.4,1.6,-8.2,-1.4,/,/,1.9,/,0.5
CC1(C(=O)NS(=O)(=O)c2ccc(C#N)cc2)CCN1C(=O)Cc1cccc2ccccc12 (stereo not given),/,-1.3,/,-2.3,0.5,/,/,-4.3,/,-1.2
Cc1ccc(-c2noc(CNCCCN(C)C)n2)cc1,-3.8,-12.0,-12.2,-5.2,/,-8.3,6.6,14.3,28.7,10.0
O=C(CN1CCc2cc3c(cc2C1)OCCCO3)Nc1cccc([N+](=O)[O-])c1,23.5,-5.9,7.4,-11.7,0.9,-1.5,-0.4,25.8,0.4,i
CCOC(=O)CSc1nc2ccccc2n1C(=O)OCC,6.4,0.8,-11.7,2.7,/,-2.7,-7.5,14.8,18.9,-0.9
Cc1ccc(Oc2ccc(OCC(=O)NC3CCS(=O)(=O)C3)cc2)cc1 (stereo not given),5.7,21.3,-23.4,5.7,1.1,6.1,8.5,-4.1,-4.2,-0.2
CCC(=O)OCCn1c(=O)c2cc3c(=O)n(CCOC(=O)CC)c(=O)c3cc2c1=O,4.8,-9.0,4.1,-2.2,/,-2.2,2.1,-18.1,9.1,-0.7
CCCC(c1nnnn1CS(=O)(=O)c1ccc(C)cc1)N1CCN(CC)CC1 (stereo not given),-12.2,-5.8,-18.5,9.6,0.5,0.0,6.3,-8.8,5.6,-0.3
NC(=O)C1Cc2ccccc2CN1S(=O)(=O)c1ccc(Cl)s1 (stereo not given),7.9,7.7,-0.1,-4.3,-1.1,-3.8,-1.8,12.1,-6.8,0.1
N#CC(C(=O)NCc1ccco1)c1nc2ccccc2nc1N1CCOCC1 (stereo not given),-5.0,5.5,7.0,-2.5,-1.6,1.0,-5.1,7.5,3.6,/
COC(=O)c1ccccc1NC(=O)C1CCCCC1C(=O)O (stereo not given),-2.9,-10.6,4.6,-0.9,/,4.8,4.1,-1.1,-8.6,i
CC1(C)SC2c3ccccc3C(=O)N2[C@@H]1C(=O)NCc1ccco1 (stereo not given in full),-1.7,-0.2,9.8,-4.7,/,-4.7,2.1,9.8,35.6,i
CCCc1cc(=O)oc2cc(C)cc(OC(C)C(=O)NCCCn3ccnc3)c12 (stereo not given),-2.8,-3.7,3.4,-2.7,1.2,0.1,-3.8,-20.8,20.6,-0.3
CCC1CCCCN1CCCNC(=O)COc1cc(=O)n(C)c2ccccc12 (stereo not given),-1.2,10.1,-12.4,-5.9,/,-4.7,3.3,1.8,25.0,5.8
Cc1nc2nc(SCC(=O)c3cccc([N+](=O)[O-])c3)[nH]c2cc1Br,7.2,-14.6,19.3,-8.9,/,4.0,-11.6,13.2,27.0,-0.7
c1ccc(-c2onc3c2CCCC3)cc1,6.3,8.1,-28.6,0.5,/,-0.8,2.1,2.0,17.5,i
COc1ccc(N2CCN(C(=O)COC(=O)Cc3c(F)cccc3Cl)CC2)cc1,0.4,11.3,6.2,-0.3,2.1,/,11.7,-6.5,/,i
Cc1ccc(-c2csc3ncnc(N4CCN(C(=O)c5ccco5)CC4)c23)cc1,-26.9,-0.5,14.2,-3.8,0.5,/,1.9,-1.1,/,i
CC(CO)NS(=O)(=O)c1cc(Cl)ccc1F (stereo not given),4.3,-1.0,/,5.6,-0.2,/,/,-5.3,/,i
Cc1onc(-c2ccc(Cl)cc2)c1-c1ccnn1S(=O)(=O)c1ccc(Cl)cc1,-16.3,9.7,4.0,2.5,-0.6,0.7,-2.2,-4.9,-27.3,-0.3
COc1cccc(/C=N/NC(=O)c2ccc(=O)[nH]n2)c1O,1.9,1.8,/,-4.1,-2.1,1.9,-6.2,5.7,20.4,4.8
Cc1ccc(C(=O)N/N=C/c2ccc3c(c2)OCO3)o1,-0.8,3.3,/,-5.3,0.7,2.5,4.1,-0.5,-7.8,-2.3
O=C(O)CCCC(=O)Nc1cc([N+](=O)[O-])ccc1O,-0.2,-13.5,-6.1,-11.4,-1.0,-3.1,6.9,15.1,21.9,-0.2
CCCOc1cc(C)c(S(=O)(=O)n2nnc3ccccc32)cc1C,-3.6,7.0,-5.6,5.8,/,1.4,-0.8,-7.6,17.5,-0.2
CC(NC(=O)c1ccccc1)C(=O)NNC(=O)c1ccccc1Cl (stereo not given),7.8,4.3,7.7,2.7,0.6,/,-12.3,2.2,/,-0.7
CCc1cccc(NC(=O)CCC(=O)O)c1,1.8,-3.3,9.3,3.3,-0.3,5.6,2.9,-6.6,-9.9,-0.4
Cn1c(=O)c2c(nc(CN3CCC(C(N)=O)CC3)n2CCc2ccccc2)n(C)c1=O,3.5,1.2,-8.2,-2.4,/,3.6,-3.4,5.8,24.5,-1.9
C#CCOCCOCCOCCNc1nc(N2CCN(C(=O)[C@H]([C@@H](C)CC)n3cc([C@@H](N)CO)nn3)CC2)nc(N2CCN(C(=O)[C@H](CCCCN)n3cc([C@@H](N)CO)nn3)CC2)n1,9.2,-5.2,-5.9,-1.1,-4.7,/,2.2,17.2,/,-0.4
CCOC(=O)c1c(C)[nH]c(C(=O)OCc2ccc(C)cc2)c1C,0.9,42.6,0.1,2.4,1.9,5.2,0.6,7.3,1.2,0.7
CC(C)c1ccc(Nc2ncccc2C#N)cc1,-4.1,5.1,-18.4,4.5,/,2.9,-1.2,7.0,10.5,-0.3
CCCCC(CC)C1OCC(CN2CCCC2)O1 (stereo not given),8.1,7.4,-10.2,-3.9,/,-0.5,4.0,1.4,-7.8,-3.0
Cc1ccc(S(=O)(=O)N2CCOCC2)cc1NC(=O)COC(=O)C1=COCCO1,6.8,10.8,-9.9,-3.5,0.7,/,6.2,-4.8,/,i
CCOC(=O)CNC(=O)Cn1cnc2c(cnn2-c2ccc(C)cc2)c1=O,4.0,8.1,-24.7,-0.4,0.8,-9.6,-6.1,12.0,-6.1,i

Three entries from above, ordered by length of the SMILES, high to low:
SMILES,MazF activator,Y pestis TopoI,PriA SSB inh,PrPC TRFRET,TcdB GH inh,3CLpro inhibitor,Rv3671c inh,CCHF vOTU inh,DUSP3 inh,Vc quorum ag
CCOC(=O)c1c(C)[nH]c(C(=O)OCc2ccc(C)cc2)c1C,0.9,42.6,0.1,2.4,1.9,5.2,0.6,7.3,1.2,0.7
NC(=O)C1Cc2ccccc2CN1S(=O)(=O)c1ccc(Cl)s1 (stereo not given),7.9,7.7,-0.1,-4.3,-1.1,-3.8,-1.8,12.1,-6.8,0.1
CC(C)c1ccc(Nc2ncccc2C#N)cc1,-4.1,5.1,-18.4,4.5,/,2.9,-1.2,7.0,10.5,-0.3

Compound activity from PubChem BioAssay.

These rows are one share of the data (hit frequency here may not be typical).
